# aSyn UTR inh: MLPCN primary screen, SNCA 5' untranslated region; alpha-synuclein 5'UTR reporter, inhibitor activity; inhibition, % (tested at 7.5 µM); actives 0.82% (n = 300,000); AID 1813, 2009; in the data active = inhibition above about 60%;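 also: H4 neuroglioblastoma cells stably carrying SNCA 5'UTR luciferase fusion; 0% = DMSO wells and 100% = positive control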
# TRPC6 inh: mouse TRPC6 channel inhibitors, primary screen, cell-based, HEK293, membrane potential dye. B-score at 10 µM. actives 1.1% (n = 310,000). ACh-evoked depolarization; hits give low values. Short transient receptor potential channel 6 (Mus musculus), Q61143;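 active = B-score under library mean minus 3 SD, initial fluorescence not abnormally high, positive integrated signal ratio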;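 also: B-score derived from integrated fluorescence ratio over the kinetic read; more negative B-score means stronger inhibition of depolarization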
# TRPC4 act: activators of mouse TRPC4 channel, primary screen, Fluo4 calcium, HEK293 TRPC4beta/mu-opioid cells | actives 0.49% (n = 310,000) | AID 2237, 2010 | Short transient receptor potential channel 4 (Mus musculus), Q9QUQ5 | Fluo4 calcium fluorescence; hits give high values | B-score at 10 µM;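 active = B-score above 5 SD of library B-scores, and initial fluorescence ratio not above library mean plus 5 SD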;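 also: positive B-score marks a calcium rise read as TRPC4 activation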
# Target sequence (Q9QUQ5 whole entry, looked up): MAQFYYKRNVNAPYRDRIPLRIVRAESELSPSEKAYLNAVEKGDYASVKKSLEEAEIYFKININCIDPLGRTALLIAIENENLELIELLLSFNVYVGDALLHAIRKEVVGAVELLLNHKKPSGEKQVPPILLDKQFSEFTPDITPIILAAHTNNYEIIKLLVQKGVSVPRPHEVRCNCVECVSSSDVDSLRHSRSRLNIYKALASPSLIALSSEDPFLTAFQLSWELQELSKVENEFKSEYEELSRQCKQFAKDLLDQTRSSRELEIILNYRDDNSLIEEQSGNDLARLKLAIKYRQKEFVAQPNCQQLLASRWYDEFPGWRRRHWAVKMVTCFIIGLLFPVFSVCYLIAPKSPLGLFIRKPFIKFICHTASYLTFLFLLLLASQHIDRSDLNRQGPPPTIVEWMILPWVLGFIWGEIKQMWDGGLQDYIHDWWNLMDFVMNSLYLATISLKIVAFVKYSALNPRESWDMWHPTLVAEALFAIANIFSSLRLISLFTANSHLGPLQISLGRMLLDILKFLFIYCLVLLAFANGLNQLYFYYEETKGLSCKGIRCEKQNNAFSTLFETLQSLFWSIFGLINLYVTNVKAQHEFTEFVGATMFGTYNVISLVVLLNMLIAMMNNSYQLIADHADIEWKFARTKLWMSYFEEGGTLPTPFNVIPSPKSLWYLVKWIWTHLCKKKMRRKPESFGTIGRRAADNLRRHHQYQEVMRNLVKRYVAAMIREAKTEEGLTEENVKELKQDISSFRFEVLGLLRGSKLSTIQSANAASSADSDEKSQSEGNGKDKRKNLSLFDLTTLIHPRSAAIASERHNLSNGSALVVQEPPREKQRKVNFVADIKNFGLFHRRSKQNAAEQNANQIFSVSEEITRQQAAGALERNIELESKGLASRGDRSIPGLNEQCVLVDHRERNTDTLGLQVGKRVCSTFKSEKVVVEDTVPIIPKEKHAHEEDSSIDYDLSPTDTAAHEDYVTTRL
#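 Material: HEK293 stable line with TRPC4beta plus mu-opioid receptor; technique: Fluo4 calcium-sensitive dye fluorescence, kinetic, 1 Hz baseline; timing: Fluo4 dye loading 45 min at room temperature, 110 s recording; controls: assay buffer as low control, maximal DAMGO as high control; read-out: integrated baseline-normalised fluorescence ratio, converted to per-well B score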
# KLF5 inh: KLF5 expression inhibitors, primary screen, DLD-1 cells, luminescence | actives 0.23% (n = 290,000) | DLD-1 KLF5 promoter-luciferase reporter | AID 1700, 2009 | inhibition, % at 5 µM;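 active = inhibition above a per-plate limit of that plate's mean compound inhibition plus 3 SD, cut at about 60% in these data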;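 also: 0% = DMSO wells and 100% = LY294002 at 200 µM; higher means less KLF5 promoter-driven luciferase light; inactives centre near -14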
# TRPC4 block: inhibitors of mouse TRPC4 channel, primary screen, Fluo4 calcium, HEK293 TRPC4beta/mu-opioid cells; Short transient receptor potential channel 4 (Mus musculus), Q9QUQ5; DAMGO-evoked Fluo4 calcium flux; hits give low values; B-score at 10 µM; actives 0.39% (n = 300,000); AID 2247, 2010;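 active = B-score over 3 SD under the library average, no early fluorescence shift, positive overall ratio signal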
#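 Assay system: TRPC4beta/mu-opioid receptor HEK293 cell line; compound dosing: single concentration per test compound; detection: Fluo4 Ca2+ flux fluorescence; evaluation: per-well B score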
# SKKanGAS inh: S. pyogenes SKKanGAS growth inhibitors in kanamycin, primary screen, streptokinase expression inhibitor project, SKKanGAS strain, BacTiter-Glo luminescence; 6 h; actives 1.3% (n = 300,000); inhibition, % at 7.5 µM;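 active = mean replicate score, as percent of positive control median, at least 50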;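 also: strain carries kanamycin resistance gene driven by streptokinase promoter and grows in 40 µg/ml kanamycin; loss of luminescence reflects streptokinase promoter inhibition or plain growth inhibition; 0% = median of DMSO wells and 100% = positive control at its reference dose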
# HIF act: HIF pathway transcriptional activators, primary screen, cell-based, U2OS HRE-luciferase, luminescence. U2OS HRE-luciferase reporter; normalized: DMSO 0%, desferrioxamine 100%. activation, % at 7.5 µM (by protocol). AID 1910, 2009. actives 0.32% (n = 300,000);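 active = mean activation of at least 10% of the iron chelator positive control signal, with at least half of replicates also reaching 10%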
# MrgX1 antagonist: antagonists of human MrgX1 receptor, primary screen, HEK293 cells, Fluo-4 calcium flux; BAM8-22 antagonism; hits give low values; B-score at 10 µM; actives 1.3% (n = 310,000);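 active = calcium-response B-score plate-corrected more than 3 library SD below zero, starting fluorescence within 5 deviations, no agonist response on first addition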;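 also: peak minus trough fluorescence over baseline after final BAM8-22 challenge near maximal dose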
# TRPC4 potent: positive allosteric modulators of TRPC4, primary screen, cell-based, mouse TRPC4beta, HEK293 mu-opioid, Fluo-4 calcium; Short transient receptor potential channel 4 (Mus musculus), Q9QUQ5; B-score at 10 µM; DAMGO EC20, Fluo-4 Ca2+ flux; hits give high values; actives 0.42% (n = 310,000);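 active = B-score of calcium response area above 5 SD of library B-scores, with initial fluorescence ratio within 5 SD of library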;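 also: B-score of integrated fluorescence ratio over time as area under calcium response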
# IEC-6 cytotox: cytotoxicity in IEC-6 intestinal epithelial cells, primary screen, cytotoxicity control for KLF5 inhibitor project, cell-based, luminescence. IEC-6 cytotoxicity, luminescence viability. inhibition, % at 5 µM. actives 0.78% (n = 290,000). AID 1825, 2009; in the data active = inhibition above about 22%;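 also: 0% = plate median of test compound wells and 100% = cytotoxic reference compound wells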
# TRPC6 act: mouse TRPC6 channel activators, primary screen, cell-based, HEK293, membrane potential dye; HEK293-TRPC6 membrane potential dye fluorescence; hits give high values; actives 0.13% (n = 310,000); Short transient receptor potential channel 6 (Mus musculus), Q61143; AID 2550, 2010; B-score at 10 µM;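 active = B-score of the integrated fluorescence ratio above library mean plus 3 SD, and starting fluorescence ratio within library mean plus 5 SD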;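 also: higher score means more depolarization so channel activation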
# * hit, by the source's call; i = inactive; nt = not tested or not shown. Rows were taken by chance. About 5.8% of those tested had a hit in this group.
SMILES,aSyn UTR inh,TRPC6 inh,TRPC4 act,KLF5 inh,TRPC4 block,SKKanGAS inh,HIF act,MrgX1 antagonist,TRPC4 potent,IEC-6 cytotox,TRPC6 act
Cc1nc2cc3ccccc3cc2n1C,-8,i,i,-9,i,-2,0.4,i,i,0,i
O=C(CCC(=O)N/N=C/c1ccc(Br)s1)NCc1ccccc1,7,i,i,-41,i,2,0.1,i,i,6,i
Cc1ccc2[nH]c(C(F)(F)F)cc(=O)c2c1,8,i,i,-8,i,4,-0.3,i,i,7,i
N#Cc1ccc(OCC(=O)n2cc(C(=O)c3cc(Cl)cc(Cl)c3O)cn2)cc1,-12,i,i,-2,i,5,0.7,i,i,0,i
CCc1ccc(NC(=O)CNC(=O)Cn2ccc3ccccc3c2=O)cc1,18,i,i,-8,i,-6,-0.2,i,i,-5,i
O=C(c1cc2c(ccc3ccccc32)oc1=O)N1CCCC1,-9,i,i,-17,i,9,-0.2,i,i,3,i
O=C(NCCSc1ccc(Cl)cc1)c1ccco1,-6,i,i,-18,i,-7,0.4,i,i,-1,i
COC(=O)c1ccc(OC(=O)CCN2C(=O)C3C4c5ccccc5C(c5ccccc54)C3C2=O)cc1 (stereo not drawn),-2,i,i,-14,i,-1,0.3,i,i,5,i
COC(=O)c1ccccc1NC(=O)CSc1nnnn1C,-2,i,i,15,i,4,-0.1,i,i,-5,i
CCOC(=O)C1CCN(C(=O)CCc2c(C)nc3cc(-c4ccccc4)nn3c2C)CC1,66*,i,i,-12,i,0,-1.6,i,i,-4,i
CN1C(=O)C(C)(C)N(C(=O)c2cccc([N+](=O)[O-])c2)c2ccccc21,-4,i,i,-12,i,-5,0.3,i,i,9,i
O=c1c2ccccc2cnn1-c1ccc(Cl)nn1,-33,i,i,1,i,0,0.8,i,i,0,i
COc1ccccc1NCc1ccc([N+](=O)[O-])s1,-26,i,i,0,i,8,0.2,i,i,-2,i
Cc1oc2c(c(C)cc3oc(=O)c(CC(=O)NCCCO)c(C)c32)c1C,6,i,i,-29,i,-2,-0.5,i,i,6,i
CC1CCCN(C(=O)c2ccc3c(=O)n(C4CCCC4)c(=S)[nH]c3c2)C1 (stereo not drawn),-11,i,i,-54,i,7,-0.2,i,i,1,i
O=C(N/N=C/C(Br)=C/c1ccccc1)NC1CCCCC1,-85,i,i,-28,i,18,0.6,i,i,1,i
COc1cccc(NC(=O)CSc2nc(=O)n(CCN(C)C)c3c2CCCC3)c1,-23,i,i,nt,i,-1,1.1,i,i,nt,i
O=C(Oc1ccccc1-c1csnn1)c1cccs1,-25,i,i,5,i,1,0.2,i,i,-5,i
COc1ccc(-c2c(C)n([O-])c3c([n+]2=O)CCCCC3)cc1OC,14,i,i,1,i,-5,0.0,i,i,1,i
Cc1ccc(C(=O)Nc2ccc(N3CCOCC3)nc2N2CCOCC2)cc1,-5,i,i,-21,i,-6,-0.5,i,i,4,i
CC(C)Oc1ccc(C(CC(=O)O)NC(=O)Cc2ccccc2)cc1 (stereo not drawn),-15,i,i,5,i,-9,-0.3,i,i,8,i
COc1ccccc1/C=C/C=N/N1CCN(Cc2ccccc2)CC1,3,i,i,-39,i,1,0.1,i,i,3,i
COc1ccc(Nc2c3c(c(C#N)c4nc5ccccc5n24)CCC3)cc1,14,i,i,-10,i,15,0.2,i,i,-9,i
CCOc1ccc(S(=O)(=O)Nc2ccc(C(=O)N3CCC3)cc2)cc1,2,i,i,nt,i,2,2.3,i,i,nt,i
N#Cc1c(SCc2ccccc2)sc(C(=O)c2ccccc2)c1N,3,i,i,-18,i,1,-0.5,i,i,-2,i
Cc1c(NC(=O)NC2CCCCC2)cccc1[N+](=O)[O-],-7,i,i,-17,i,0,-0.3,i,i,6,i
O=C(NNC(=O)c1cccs1)c1ccc(F)cc1,-42,i,i,-4,i,-1,0.3,i,i,-4,i
O=C(CN1CCCCC1)Nc1ccc(Br)cc1[N+](=O)[O-],-35,i,i,-16,i,2,0.8,i,i,-10,i
O=[N+]([O-])c1ccc2c(c1)c1ccccc1n2CCO,22,i,i,-1,i,2,0.1,i,i,5,i
C=CCNc1nc2c(c(=O)n(C)c(=O)n2C)n1CCCCCC,-28,i,i,-37,i,nt,0.0,i,i,6,i
Cn1cc(C(=O)N2CCN(c3ccccc3)CC2)c(=O)c2cc(S(=O)(=O)N3CCCC3)ccc21,-4,i,i,-6,i,-1,-0.3,i,i,12,i
O=C(COc1ccccc1)Nc1nnc(-c2ccc3c(c2)CCCC3)o1,-95,i,i,8,i,89*,1.8,i,i,-1,i
Cc1ccc(Oc2cc(NC(=O)CCCn3nc([N+](=O)[O-])c(Cl)c3C)cc([N+](=O)[O-])c2)cc1,18,i,i,4,i,5,0.2,i,i,2,i
O=C(NCc1ccccn1)c1cc(-n2cnnc2)ccc1Cl,9,i,i,-32,i,1,-0.3,i,i,2,i
CCc1cccc(CC)c1NC(=O)C1CCN(C(=O)c2ccco2)CC1,-3,i,i,-24,i,4,-0.4,i,i,-2,i
Cc1ccc(SSc2cc(C)ccc2N)c(N)c1,-203,i,i,nt,i,-5,2.2,i,i,nt,i
c1ccc(OCc2nnc3n2CCCCC3)cc1,22,i,i,-2,i,2,0.1,i,i,7,i
O=C(NC1CCCCC1)C(c1ccccc1F)N(Cc1ccco1)C(=O)Cn1nnc2ccccc21 (stereo not drawn),-18,i,i,4,i,9,-0.5,i,i,-3,i
COc1ccc(OC)c(Nc2c3ccccc3nc3ccccc23)c1,-26,-6*,i,11,-6*,0,2.4,i,i,46*,i
Nc1nc(F)cc(N2CCCCCC2)n1,16,i,i,-31,i,-5,0.2,i,i,-6,i
O=C(Cc1ccccc1)NNC1CC(=O)N(c2ccccc2)C1=O (stereo not drawn),-3,i,i,-37,i,-5,0.0,i,i,0,i
N#C/C(=C\c1ccc(Sc2ccccc2)o1)c1nc2ccccc2[nH]1,-219,i,i,-73,i,7,2.6,i,i,0,i
O=C(NCc1ccc(F)cc1)C1CC(=O)N(CCc2ccccc2)C1 (stereo not drawn),10,i,i,14,i,-10,-0.3,i,i,4,i
Cc1ccc(NC(=O)COc2ccccc2C(=O)NCCN(C)C)cc1,20,i,i,-2,i,-5,0.0,i,i,4,i
CCOc1ccccc1CNCCNC(=O)c1nonc1N,1,i,i,-22,i,5,0.8,i,i,4,i
O=C1N(CCCN2C(=O)C3(OCCO3)c3ccccc32)c2ccccc2C12OCCO2,6,i,i,-5,i,0,0.5,i,i,7,i
COc1ccccc1/C=C1\SC(=S)N(CCC(=O)Nc2cc(C)on2)C1=O,37,i,i,-10,i,12,0.0,i,i,-6,i
C=CCNC(=O)C1CCN(c2cc(C)nc(-c3ccccc3)n2)CC1,15,i,i,-17,i,2,0.0,i,i,-1,i

# Part of the list above in order of formula weight, falling.
SMILES,aSyn UTR inh,TRPC6 inh,TRPC4 act,KLF5 inh,TRPC4 block,SKKanGAS inh,HIF act,MrgX1 antagonist,TRPC4 potent,IEC-6 cytotox,TRPC6 act
O=C(NC1CCCCC1)C(c1ccccc1F)N(Cc1ccco1)C(=O)Cn1nnc2ccccc21 (stereo not drawn),-18,i,i,4,i,9,-0.5,i,i,-3,i
Cc1ccc(C(=O)Nc2ccc(N3CCOCC3)nc2N2CCOCC2)cc1,-5,i,i,-21,i,-6,-0.5,i,i,4,i
O=C(Oc1ccccc1-c1csnn1)c1cccs1,-25,i,i,5,i,1,0.2,i,i,-5,i

# Additional entries:
SMILES,aSyn UTR inh,TRPC6 inh,TRPC4 act,KLF5 inh,TRPC4 block,SKKanGAS inh,HIF act,MrgX1 antagonist,TRPC4 potent,IEC-6 cytotox,TRPC6 act
O=C(CN1C(=O)NC2(CCCC2)C1=O)c1ccc(Cl)s1,-15,i,i,nt,i,-3,0.3,i,i,nt,i
Cc1ccc(-c2nnc(SCC(=O)NNC(=O)COc3cccc4ccccc34)n2C)cc1,18,i,i,0,i,-4,-0.6,i,i,-6,i
O=C(CSc1nc(N2CCCCC2)nc(N2CCCCC2)n1)N1CCc2ccccc21,nt,i,i,-10,i,6,nt,nt,i,2,i
O=C1c2ccccc2C(Nc2ccc3c(c2)OCO3)N1Cc1ccco1 (stereo not drawn),8,i,i,-6,i,-1,0.2,i,i,-2,i
COc1cc(S(=O)(=O)N2CCOCC2)ccc1NC(=O)CSc1n[nH]c(=O)[nH]c1=O,-6,i,i,5,i,-15,0.0,i,i,-2,i
C/C(N)=C(/C#N)C(=O)COC(=O)CCCNC(=O)c1ccc(Cl)cc1,6,i,i,-14,i,15,-0.2,i,i,-5,i
CC(Oc1ccc2c(=O)c(-c3ccc(Cl)cc3)c(C(F)(F)F)oc2c1)C(=O)O (stereo not drawn),6,i,i,-25,i,9,0.0,i,i,-2,i
Cn1c(O)c(/C=N/Nc2ccccc2)c(=O)n(C)c1=O,7,i,i,15,i,-9,-0.6,i,i,0,i
S=C(NCCC(c1ccccc1)c1ccccc1)Nc1ccc(Cl)cc1,6,i,i,-12,i,117*,-0.2,i,i,-3,i
O=C(CSc1ccc(Cl)cc1)Nc1ccc(N2CCN(C(=O)c3ccco3)CC2)cc1,34,i,i,-31,i,5,0.2,i,i,-3,i
COc1cccc(/C=C2\SC(=S)N(CCCC(=O)N3CCCCC3)C2=O)c1,26,i,i,-31,i,0,0.4,i,i,0,i
CCn1c(SCC(=O)NC2CCCCC2)nnc1-c1cc2cccc(OC)c2o1,21,i,i,14,i,-4,-1.2,i,i,-1,i
O=CN1CCN(C(=O)c2ccc3c(c2)OCO3)CC1,4,i,i,-20,i,0,0.4,i,i,-6,i
CCN(C(=O)Cc1c(C(=O)O)n(CC)c2ccccc12)c1cccc(C(F)(F)F)c1,-4,i,i,3,i,0,-0.7,i,i,6,i
CC(C)CCNC(=O)NC(=O)CSc1nnc(-c2ccccc2Br)o1,2,i,i,-12,i,-3,0.1,i,i,0,i
c1ccc(Cn2c(-c3ccco3)nc3nc4ccccc4nc32)cc1,-215,i,i,-97,i,11,3.1,i,i,-1,i
O=C(Cc1cccs1)Nc1nc(-c2ccccc2)cs1,-81,i,i,-25,i,-2,2.7,i,i,7,i
